# High-throughput results from PubChem.
# A549 viability – counter-screen for Nrf2 inhibitors: cytotoxicity in A549 cells | A549 ARE-Fluc cells, CellTiter-Fluor viability, 18-24 h | Potency, µM (highest dose often 46 µM), inactives show at the highest dose activity change, negative = cytotoxicity, hits mostly inhibitors | 390,000 tested, 0.16% active | AID 504648; also: % is scaled to controls: 0 for no effect and ±100 for the full control effect
#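 Cytotoxicity counterscreen: CellTiter-Fluor fluorescence was measured in A549 ARE_Fluc cells after 18-24 h of compound exposure in a concentration series. The subsequent BugLite luminescent read reports ARE-luciferase activity.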
# HepG2 viability – counter-screen for TGF-b inhibitors: cytotoxicity in HepG2 cells | HepG2 CAGA-GFP viability, ATP luminescence, 18 h | Potency, µM (top dose mostly 46.1 µM), inactives show at the top dose activity change, negative = cytotoxicity, usual class: cytotoxic | 410,000 tested, 0.76% active | AID 588856; also: some results filed as inactive show a strong effect at the top dose
#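 HepG2 CAGA-GFP cells (1000/well, DMEM with 1% FBS) received compound, then TGF-beta at 500 pg/mL final, and were incubated 18 hours at 37 degrees C. Viability was read by CellTiter-Glo luminescence. Media-only wells were set as complete cell-killing and DMSO as no toxicity.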
# ATXN2 expr inh – reduces ATXN2 reporter expression in HEK-293 cells. HEK-293 ATXN2-luciferase reporter, luminescence, 24 h. Potency, µM (series often up to 57 µM), without a hit: top-dose activity change, negative = inhibition, most hits filed as inhibitors. 360,000 tested, 0.72% active. AID 1745845; also: % is scaled to controls: 0 for no effect and ±100 for the full control effect; nearly all actives have a fitted effect of over 55% in size
#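 qHTS (up to 57 uM final) was run with 24 h compound exposure of reporter cells at 37 °C. Each well was multiplexed: SteadyGlo luminescence measured ATXN2-luciferase expression after a fluorogenic Gly-Phe-AFC viability readout (25 uM final).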
# EPAC2 antag – EPAC2 (human) antagonism; Q8WZA2; EPAC2 GEF exchange of Rap1B-BODIPY-GDP, fluorescence; Potency, µM (highest dose often 114 µM), inactives show at the highest dose activity, negative = inhibition, hits mostly inhibitors; 360,000 tested, 0.18% active; AID 720708; also: % is scaled to controls: 0 for no effect and ±100 for the full control effect; nearly all actives have a fitted effect of over 45% in size; many of its hits are not listed in these tables
# Target sequence (Q8WZA2 whole entry, looked up): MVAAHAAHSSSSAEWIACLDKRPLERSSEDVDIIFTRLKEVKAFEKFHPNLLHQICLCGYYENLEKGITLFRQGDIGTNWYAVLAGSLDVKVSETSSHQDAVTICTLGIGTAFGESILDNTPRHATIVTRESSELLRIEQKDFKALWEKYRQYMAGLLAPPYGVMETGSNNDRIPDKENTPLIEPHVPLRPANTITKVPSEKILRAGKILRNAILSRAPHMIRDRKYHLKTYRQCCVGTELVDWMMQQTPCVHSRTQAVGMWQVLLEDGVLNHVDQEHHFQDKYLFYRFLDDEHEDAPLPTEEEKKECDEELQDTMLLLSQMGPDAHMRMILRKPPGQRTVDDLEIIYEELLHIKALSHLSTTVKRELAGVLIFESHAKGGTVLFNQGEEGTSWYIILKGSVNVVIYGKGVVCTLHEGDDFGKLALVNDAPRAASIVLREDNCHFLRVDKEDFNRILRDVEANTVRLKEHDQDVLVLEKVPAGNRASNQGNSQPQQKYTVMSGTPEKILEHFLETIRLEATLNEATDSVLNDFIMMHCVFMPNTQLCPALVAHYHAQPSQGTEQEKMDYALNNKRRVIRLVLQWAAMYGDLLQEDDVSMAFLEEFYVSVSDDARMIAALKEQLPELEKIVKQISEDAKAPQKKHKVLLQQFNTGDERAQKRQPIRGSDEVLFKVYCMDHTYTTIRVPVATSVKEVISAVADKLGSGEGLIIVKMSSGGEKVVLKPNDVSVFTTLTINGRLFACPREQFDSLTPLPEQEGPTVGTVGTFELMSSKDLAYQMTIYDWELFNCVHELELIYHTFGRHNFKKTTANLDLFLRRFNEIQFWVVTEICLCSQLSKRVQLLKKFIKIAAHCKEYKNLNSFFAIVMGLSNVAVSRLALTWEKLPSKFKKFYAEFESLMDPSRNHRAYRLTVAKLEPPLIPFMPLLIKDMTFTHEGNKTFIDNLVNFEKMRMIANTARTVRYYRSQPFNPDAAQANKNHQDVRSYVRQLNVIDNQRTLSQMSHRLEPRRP
# Nrf2 ARE act – activators of Nrf2 (ARE) signaling | AREc32 ARE-luciferase reporter (MCF7-derived line), luminescence, 24 h | Potency, µM (highest dose often 46.1 µM), for the others: at the top dose activation, hits mostly activators | 410,000 tested, 0.31% active | AID 624171; also: % of control where 0% means no effect; nearly all actives have a fitted effect of over 65% in size
#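 Luciferase luminescence (Steady-Glo, 30 min at room temperature) served as the read-out of ARE activation in AREc32 cells treated with compounds for 24 hr at 37 deg C.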
# TGFb SMAD3 inh – inhibitors of TGF-b signaling; HepG2 CAGA-GFP TGF-b/SMAD3 reporter, GFP fluorescence, 18 h; TGF-beta stimulated, 500 pg/mL final; Potency, µM (titrated, usually from 46.1 µM), without a hit: top-dose activity, negative = inhibition, hits mostly inhibitors; 410,000 tested, 1.2% active; also: % is scaled to controls: 0 for no effect and ±100 for the full control effect; nearly all actives have a fitted effect of over 65% in size
#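 HEPG2 CAGA-GFP, 1000 cells/well; 2 h settle, 37 C; cpd via pin tool; TGF-b 500 pg/mL final; 18 h, 37 C; GFP imaging ex488/em500-530; %Activity normalised to -TGF-b and +DMSO controls; CRC fit, curve class.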
# S2 tox – reduces viability in counter-screen for ATXN expression inhibitors. S2 cells (HEK-293 line with an ATXN2-luciferase reporter) viability, CellTiter-Fluor protease fluorescence, 24 h. Potency, µM (doses to about 56.7 µM), most hits filed as cytotoxic. 400,000 tested, 0.49% active. AID 651635; also: nearly all actives have a fitted effect of over 40% in size
# Nrf2 block – inhibitors of Nrf2 signaling. A549 ARE-Fluc reporter, luciferase luminescence, 18-24 h. Potency, µM (doses to about 46 µM), for the others: at the top dose activity change, negative = inhibition, most hits filed as inhibitors. 360,000 tested, 2.1% active; also: % is scaled to controls: 0 for no effect and ±100 for the full control effect; nearly all actives have a fitted effect of over 60% in size
#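 Nrf2 activity is the BugLite luminescence, read 15 min after reagent at room temperature, following CellTiter-Fluor cytotoxicity readout (30 min, 37C). Compound titrations were applied for 18-24 h to 5000 A549 ARE_Fluc cells/well in 5% FBS OPTI-MEM.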
# MCF10A rereplic – induces DNA re-replication in MCF 10a normal breast cells. AID 624296. Potency, µM (series often up to 46.1 µM), inactives show at the top dose activity, positive = re-replication, actives largely listed as activators. 350,000 tested, 2.9% active. MCF 10A DNA re-replication, Hoechst nuclear intensity, 48 h; also: % of control where 0% means no effect; nearly all actives have a fitted effect of over 50% in size
# An asterisk follows results filed as active; i = inactive; ? = inconclusive; nt = not tested or not shown; [ ] = dose if it differs, or a comment. Calls follow the shape of the dose curve; as a rule, active = well fitted curve in the direction sought with a large enough effect; inconclusive = small, poorly fitted or top-dose-only effect, or another doubt; inactive = no such curve, though single readings can be large; an effect the other way counts as inactive or inconclusive. Potency is read from the fitted curve at half-maximal effect.
# Start of the listing, in advance, 3 compounds:
Structure | ATXN2 expr inh | Nrf2 ARE act | Nrf2 block | S2 tox | HepG2 viability | A549 viability | MCF10A rereplic | EPAC2 antag | TGFb SMAD3 inh
COc1ccc(Cl)cc1NC(=O)CSC1=Nc2ccccc2C2=NC(CCC(=O)NCc3ccco3)C(=O)N12 (configuration not stated) | -24% | 29% | -27% | ? | -38% | -18% | nt | nt | -17%
CN(C)c1cc[n+](CC(=O)c2ccc(OC(F)F)cc2)cc1 | -15% | 0.2% | 21µM* | i | -4% | -6% | 15% | 4% | -15%
COc1ccc(-n2c(CN3CCN(c4ccccc4OC)CC3)nc3ccc([N+](=O)[O-])cc3c2=O)c(OC)c1 | -13% | -0.8% | -21% | i | -19% | -7% | -8% | -9% | -16%

# The whole of this part, from the start:
Structure | ATXN2 expr inh | Nrf2 ARE act | Nrf2 block | S2 tox | HepG2 viability | A549 viability | MCF10A rereplic | EPAC2 antag | TGFb SMAD3 inh
COc1ccc(Cl)cc1NC(=O)CSC1=Nc2ccccc2C2=NC(CCC(=O)NCc3ccco3)C(=O)N12 (configuration not stated) | -24% | 29% | -27% | ? | -38% | -18% | nt | nt | -17%
CN(C)c1cc[n+](CC(=O)c2ccc(OC(F)F)cc2)cc1 | -15% | 0.2% | 21µM* | i | -4% | -6% | 15% | 4% | -15%
COc1ccc(-n2c(CN3CCN(c4ccccc4OC)CC3)nc3ccc([N+](=O)[O-])cc3c2=O)c(OC)c1 | -13% | -0.8% | -21% | i | -19% | -7% | -8% | -9% | -16%
COc1ccnc(N=CNOCc2cccc(Cl)c2Cl)c1C#N | 4% | 3.6% | 4% | i | -25% | 5% | 2% | 2% | 0%
CC(C)(CNC(=O)c1ccc(NS(=O)(=O)c2ccc(F)cc2)cc1)N1CCOCC1 | -16% | -0.5% | -7% | i | -17% | 4% | 5% | -4% | 0%
Cc1cccc(C)c1OCc1nnc(SCC(=O)Nc2nccs2)n1-c1ccccc1 | ? | -0.5% | -10% | i | -23% | -12% | ? | -7% | -13%
COc1ccc(-c2nn(-c3ccccc3)cc2/C=N/NS(=O)(=O)c2ccccc2)cc1 | 30% | 4.5% | -20% | ? | 10% | -13% | 20% | -5% | ?
CC(NC(=O)Cn1c(NCCO)nc2ccccc21)c1ccccc1 (configuration not stated) | -13% | 0.2% | nt | i | -1% | 2% | -1% | 6% | 28%
O=C(NC(=S)Nc1ccc(S(=O)(=O)N2CCCCCC2)cc1)c1cccs1 | -16% | -0.9% | 7% | ? | -5% | 1% | 20% | 10% | 2%
COc1ccc(C(C)=O)cc1COc1cccc2cccnc12 | nt | 6.0% | 1% | i | -11% | 4% | 4% | -4% | -6%
COc1ccc(C(=O)NC2=NCCS2)cc1S(=O)(=O)N1CCOCC1 | nt | 0.0% | nt | i | -5% | nt | nt | 3% | 5%
CCOC(=O)C1CCN(S(=O)(=O)c2cccc(-c3cn4ccccc4n3)c2)CC1 | -11% | 2.6% | 8% | i | -19% | -9% | 12% | -8% | 3%
O=c1[nH]nc(CNc2ccc(O)cc2)c2ccccc12 | -8% | -1.2% | ? | i | 10µM* | -3% | ? | 7% | ?
C=CCNC(=O)C12CC3CC(C1)CC(C(=O)NCC=C)(C3)C2 | -1% | 0.4% | 20% | i | -5% | 4% | -27% | 14% | 0%
CCc1ccc(C2CC(c3cccc(OC)c3)n3nc(N)nc3N2)cc1 (configuration not stated) | 0% | 0.1% | -10% | i | -14% | -5% | 3% | 3% | 9%
S=c1[nH]nc(CN2CCCCC2)n1-c1ccc(Cl)cc1 | nt | 0.9% | 11% | i | 4% | 8% | -7% | 9% | 5%
CCCCCCn1c(=O)[nH]c2nc3cc(N)c(C)cc3nc2c1=O | -32% | 0.2% | ? | nt | -40% | 11% | ? | 100%[activator] | 45%[activator]
COc1ccc(-n2cnc3cc([N+](=O)[O-])ccc32)cc1 | 21%[11.3 µM] | 1.1% | 2% | i | -30% | -3% | 1% | 2% | -15%
CCC(C)(C)NC(=O)C(c1ccc(OC)cc1)N(C(=O)CCC(=O)Nc1cc(C)on1)c1ccccc1OC (configuration not stated) | -13% | -0.6% | -1% | i | -5% | -8% | 1% | 1% | 8%
CCOc1ccc(N(CC(=O)NC2CCCCCC2)S(=O)(=O)c2c(C)[nH]c(=O)[nH]c2=O)cc1 | 1% | 2.3% | -13% | i | -16% | 3% | ? | 7% | 0%
O=C(Cc1cccc(NC(=O)C2CCCN(C(=O)C3CCCC3)C2)c1)Nc1cccc(C(=O)N2CCCCC2)c1 (configuration not stated) | 5% | -0.3% | -5% | i | -3% | -3% | ? | 2% | 4%
CC1CCC(NC(=O)c2cc(C3CC3)nn2-c2ccccc2)CC1 (configuration not stated) | nt | 15% | 29% | i | -20% | 1% | ? | -5% | ?
O=C(Cc1ccccc1Cl)Nc1ccc(S(=O)(=O)N2CCOCC2)cc1 | -6% | 0.1% | 1% | i | -4% | 0% | 10% | 11% | 9%
CCn1cc(C(=O)NCCCOC)c(=O)c2cc(S(=O)(=O)N3CCc4ccccc4C3)ccc21 | -2% | -0.5% | -20% | i | -28% | 0% | nt | nt | -16%
CC[n+]1ccccc1/C=C/Nc1ccccc1 | nt | 0.4% | ? | i | -1% | ? | 14% | 1% | 0%
O=C(CN1C(=O)C2CC=CCC2C1=O)Nc1ccc(S(=O)(=O)NC2=NCCCCC2)cc1 (configuration not stated) | 1% | 1.4% | 7% | i | -50% | 0% | -11% | -6% | -5%
CC(=O)Oc1ccc2c(C)c(CC(C)O)c(=O)oc2c1 (configuration not stated) | 2% | 0.1% | 1% | i | -33% | 8% | 0% | 2% | 7%
CN(c1ccc(C(=O)O)cc1)S(=O)(=O)c1ccccc1 | -8% | -0.5% | -3% | i | -22% | -7% | 1% | -5% | -1%
CCOC(=O)NC(=O)COC(=O)c1ccc(O)cc1 | -2% | 3.0% | -3% | i | -3% | 2% | 9% | 1% | -23%
Cc1ccc(S(=O)(=O)/N=C(\N)Nc2nc(C)c3ccc(C)cc3n2)cc1 | 3% | 2.4% | 8.2µM* | i | -11% | -7%[1.84 µM] | -5% | 9% | -15%
Cc1ccc(-n2nc(C(=O)Nc3ccc(F)cc3Cl)c(=O)n(C)c2=O)cc1 | -4% | -0.6% | nt | i | 14% | -1% | nt | nt | -4%
CCn1nc(C)c(Br)c1Nc1ccc(Br)cc1 | -16% | 0.0% | -12% | i | 13% | 4% | -37%[inhibitor] | -12% | 18%
COC(=O)c1cnc(N2CCCN(S(=O)(=O)c3ccccc3)CC2)nc1C(F)(F)F | -5% | 0.3% | -10% | i | -8% | 6% | 9% | -1% | ?
COc1cc(CN2CCNC(=O)C2CC(=O)NC2CCCC2)cc(OC)c1 (configuration not stated) | 3% | -0.4% | -15% | i | -40% | 0% | 0% | -2% | 0%
O=C(Nc1ccc(F)cc1)N(Cc1ccco1)Cc1cc2cc3c(cc2[nH]c1=O)OCO3 | -20% | 8.1% | ? | i | -13% | -27% | 18µM* | -8% | 9%
Cc1cccc(NC(=O)CSCc2c(C)noc2C)c1C | 1% | 0.4% | 8% | i | -15% | 1% | -13% | 7% | -8%
CCOC(=O)c1c(C)[nH]c(C)c1S(=O)(=O)N1CCC(C(=O)Nc2ccc(C)c(Cl)c2)CC1 | -8% | 0.0% | -27% | i | -1% | -7% | nt | nt | ?
Cc1ccc(-c2csc3nc4cc(C(=O)NC5CCC(O)CC5)ccc4c(=O)n23)cc1 (configuration not stated) | -2% | -0.9% | -21% | i | -16% | -1% | 8% | 7% | -7%
COc1ccc(-n2nc3c(c2NC(=O)C2CC(=O)N(c4ccccc4)C2)CS(=O)(=O)C3)cc1 (configuration not stated) | 6% | -0.5% | 1% | i | -25% | 2% | -4% | -4% | -2%
CCOC(=O)C1(C)CCCCN1C(=O)c1ccoc1 (configuration not stated) | 2% | -0.8% | nt | i | 9% | nt | nt | 11% | 12%
Cc1cc(C)c(C#N)c(SCCS(=O)(=O)c2ccc(C(C)(C)C)cc2)n1 | 4% | 0.9% | -33% | i | -4% | -9% | 10% | -8% | -1%
CCCCN1CCc2c1nc1ccc(Br)cc1c2N | ? | 6.9% | -18% | nt | 16µM* | ? | 5% | -8% | ?
N#CCCN(CCC#N)c1nncs1 | -10% | -0.2% | ? | i | 2% | 2% | -2% | 2% | 9%
O=C(CCS(=O)(=O)c1ccc2c(c1)NC(=O)CS2)NCCc1ccc(Cl)cc1 | -7% | 4.4% | 0% | i | 5% | 3% | 2% | -5% | 8%
Cc1cccc(C(=O)NC2C(=O)NNC2c2ccc(Cl)cc2)c1 (configuration not stated) | -16% | -0.1% | 1% | i | 8% | 17% | -8% | -5% | -9%
CCN(C(=O)COC(=O)Cn1cnc2c1c(=O)n(C)c(=O)n2C)C1CCS(=O)(=O)C1 (configuration not stated) | -14% | -0.6% | 10% | i | 4% | 4% | 5% | 3% | 3%
CCC(=O)Nc1ccc(N2CCCCC2)c(C(=O)Nc2ccccc2C)c1 | 4% | -0.2% | -15% | i | -4% | 0% | 3% | 3% | -9%
Oc1ccc(Br)cc1-c1cc(-c2ccc(Cl)cc2)n[nH]1 | -33% | 6.7% | ? | ? | -66% | -21% | 15µM* | -1% | ?
Cc1ccc(S(=O)(=O)n2cnc3cc([N+](=O)[O-])ccc32)cc1C | 0% | 0.3% | -13% | i | -20% | -2% | -5% | -2% | -16%
CCN(CC)CCN(C(=O)C1=COCCO1)c1nc2c(OC)ccc(OC)c2s1 | -14% | 3.1% | 6% | ? | -25% | -9% | 1% | 8% | -4%

# Remaining list, next part
Structure | ATXN2 expr inh | Nrf2 ARE act | Nrf2 block | S2 tox | HepG2 viability | A549 viability | MCF10A rereplic | EPAC2 antag | TGFb SMAD3 inh
Cc1ccc(S(=O)(=O)/N=S(\C)C(C)C)cc1 (configuration not stated) | -9% | -0.5% | 0% | i | 20% | -5% | -3% | 11% | 26%
CSc1ncc(C(=O)Nc2cccc(C)c2C)c(-c2ccccc2)n1 | -1% | 0.4% | -7% | i | 5% | 9% | nt | nt | -2%
O=C(CSc1nc(=O)n2ccccc2n1)Nc1cccc2ccccc12 | 2% | ? | 0% | ? | -11% | 0% | -1% | 5% | 0%
CC(C)(CC(=O)O)CC(=O)O | 10% | -2.3% | 7% | i | 6% | 0% | 2% | 12% | 1%

# An excerpt; count on the stated rates, not on these rows.
